HCMV inh: blocks human cytomegalovirus replication; activity change, negative = inhibition, % at 57.5 µM; hit rate 4.5% among 410,000; HFF cells, HCMV-luciferase reporter, 72 h; hits give low values; AID 1259415; in the data active means activity change below about -60%; inconclusive means no clear call, values can overlap the other calls; inactive means above about -39%
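HFF cells seeded 16 h at 37C, treated with compounds, infected with luciferase-reporter HCMV at MOI 1 PFU/cell; luciferase read at 72 h post infection, normalized to buffer-only and Salinomycin controls.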
AmpC detergent: AmpC beta-lactamase inhibition with detergent present; P00811; AmpC hydrolysis of nitrocefin, absorbance 480 nm, 0.01% Triton; Potency, µM (doses to about 114 µM), for inactives: at the top dose activity change, negative = inhibition, usual class: inhibitors; hit rate 0.041% among 370,000; AID 485294;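 further: potency means the concentration at half of the fitted maximal effect; 0% = no-compound wells and -100% = no-enzyme wells; nearly all actives have a fitted effect of over 25% in size; some results filed as inactive show a strong effect at the top dose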
Target sequence (P00811 whole entry, looked up): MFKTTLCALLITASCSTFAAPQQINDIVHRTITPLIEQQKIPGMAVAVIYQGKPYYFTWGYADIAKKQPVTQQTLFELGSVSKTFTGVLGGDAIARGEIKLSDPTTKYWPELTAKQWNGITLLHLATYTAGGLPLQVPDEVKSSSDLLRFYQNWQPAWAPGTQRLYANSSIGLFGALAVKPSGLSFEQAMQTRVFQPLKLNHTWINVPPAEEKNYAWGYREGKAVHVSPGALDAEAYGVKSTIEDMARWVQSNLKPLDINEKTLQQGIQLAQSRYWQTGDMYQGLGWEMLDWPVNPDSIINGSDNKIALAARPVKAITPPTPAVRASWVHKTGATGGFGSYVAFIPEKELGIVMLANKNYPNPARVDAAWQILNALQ
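20 mM phosphate pH 7.0 + 0.01% (detergent screen) or 0.0001% Triton X-100; 5.3 nM AmpC reagent; cpd preinc 15 min RT; nitrocefin (800 uM stock) to start; A480 q20 s × 4 min; Activity was normalised to no-enzyme and no-compound control wells.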
AmpC no deterg: AmpC beta-lactamase inhibition without detergent. AmpC nitrocefin hydrolysis, absorbance 480 nm, 0.0001% Triton. hit rate 0.52% among 330,000. P00811. Potency, µM (doses to about 57.1 µM), inactives show at the highest dose activity change, negative = inhibition, hits mostly inhibitors;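 further: potency means the concentration at half of the fitted maximal effect; plate controls were no compound for no effect and no enzyme for full effect; nearly all actives have a fitted effect of over 20% in size; some results filed as inactive show a strong effect at the top dose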
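20 mM phosphate pH 7.0 + 0.01% (detergent screen) or 0.0001% Triton X-100; 5.3 nM AmpC reagent; cpd preinc 15 min RT; nitrocefin (800 uM stock) to start; A480 q20 s × 4 min; Activity was normalised to no-enzyme and no-compound control wells.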
LmPK inh: LmPK (Leishmania mexicana) enzyme inhibition | hit rate 0.37% among 290,000 | purified LmPK, Kinase-Glo ATP luminescence, 1 h | Potency, µM (series often up to 57.5 µM), inactives show at the top dose activity change, negative = inhibition, actives largely listed as inhibitors | AID 1721; further: potency means the concentration at half of the fitted maximal effect
Target sequence (Q27686 whole entry, looked up): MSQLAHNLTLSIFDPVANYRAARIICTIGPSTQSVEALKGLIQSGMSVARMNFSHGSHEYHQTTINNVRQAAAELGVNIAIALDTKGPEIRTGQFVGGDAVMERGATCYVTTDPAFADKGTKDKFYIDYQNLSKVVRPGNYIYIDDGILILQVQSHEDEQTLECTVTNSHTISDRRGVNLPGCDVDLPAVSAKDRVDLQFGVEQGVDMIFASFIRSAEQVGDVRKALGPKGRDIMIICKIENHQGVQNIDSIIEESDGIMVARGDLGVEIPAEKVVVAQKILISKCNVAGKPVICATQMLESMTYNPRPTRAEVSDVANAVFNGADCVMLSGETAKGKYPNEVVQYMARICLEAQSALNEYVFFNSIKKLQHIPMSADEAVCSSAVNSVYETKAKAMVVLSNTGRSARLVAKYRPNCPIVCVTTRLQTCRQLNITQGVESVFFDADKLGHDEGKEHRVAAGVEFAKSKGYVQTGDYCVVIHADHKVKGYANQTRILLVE
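Purified LmPK (0.1 nM) with 0.5 mM PEP and 0.1 mM ADP in imidazole buffer pH 7.2 with MgCl2/KCl, 1 h at room temperature. ATP formed was read by luciferase luminescence and normalized to no-enzyme and uninhibited controls.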
AMA1-RON2 inh: AMA1-RON2 (P. falciparum) interaction inhibition. AlphaScreen AMA1-biotinylated RON2 peptide binding. Potency, µM (highest dose often 58.2 µM), without a hit: top-dose activity change, negative = inhibition, most hits filed as inhibitors. AID 720542. hit rate 0.2% among 360,000;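 further: potency means the concentration at half of the fitted maximal effect; 0% = vehicle wells and -100% = peptide control; nearly all actives have a fitted effect of over 45% in size; some results filed as inactive show a strong effect at the top dose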
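AMA1 (3D7) with his tag at 25 nM final met compounds first, then biotinylated RON2 peptide at 25 nM; detection used donor plus acceptor beads, 10 µg/mL apiece, read by AlphaScreen after 30 min at room temperature.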
Tb PYK inh: T. brucei pyruvate kinase inhibition | Q57TT1 | TbPYK enzyme, Kinase-Glo Plus ATP luminescence, 45 min | Potency, µM (top dose mostly 76.8 µM), for the others: top-dose activity, negative = inhibition, actives largely listed as inhibitors | hit rate 0.12% among 410,000; further: potency means the concentration at half of the fitted maximal effect; nearly all actives have a fitted effect of over 50% in size
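Assay buffer: 50 mM TEA pH 7.2, 100 mM KCl, 10 mM MgCl2, 0.05% BSA, 0.01% Tween-20. Pyruvate kinase from T. brucei plus substrate met compound, then ADP (130 uM final). Luminescence was read post 45 min RT.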
Sm TGR block: inhibitors of Schistosoma mansoni thioredoxin glutathione reductase; purified TGR, DTNB reduction, TNB absorbance 405 nm; Potency, µM (top dose mostly 114 µM), inactives show at the highest dose activity change, negative = inhibition, actives largely listed as inhibitors; hit rate 3% among 360,000; further: potency means the concentration at half of the fitted maximal effect; nearly all actives have a fitted effect of over 60% in size
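Kinetic colorimetric format: TGR-catalysed, NADPH-driven DTNB reduction monitored via TNB absorbance. Enzyme dispensed at 20 nM; compound exposure 15 min at room temperature before reaction start.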
The depositor's hits bear a star; ? = inconclusive; . = no result given; & = joins results of further samples; ! = a repeat was not active; [ ] = remark or other dose. Unless noted, the call rests on the fitted dose curve; in most records, active means well fitted curve in the direction sought with a large enough effect; inconclusive means small, poorly fitted or top-dose-only effect, or another doubt; inactive means no such curve, though single readings can be large; an effect the other way counts as inactive or inconclusive. Unless noted, on the % scale 0 is the no-effect control and ±100 the full control effect.

Start of the data: the first two compounds as a preview:
Below each SMILES – HCMV inh | AmpC detergent | AmpC no deterg | LmPK inh | AMA1-RON2 inh | Tb PYK inh | Sm TGR block
O=C(COC(=O)CCCC1=NS(=O)(=O)c2ccccc2N1)Nc1ccc(Br)cc1
    9&-26 | 1%&9% | -26% | -1% | 33%[activator] | -3%&-2% | -3%&22%
O=C(Cn1c(=O)c2c(ncn2C2CCCC2)n(Cc2ccccc2)c1=O)N1CCc2ccccc21
    -21 | ? | 5% | 4% | 2% | -1% | -13%

The listing, repeating the preview:
Below each SMILES – HCMV inh | AmpC detergent | AmpC no deterg | LmPK inh | AMA1-RON2 inh | Tb PYK inh | Sm TGR block
O=C(COC(=O)CCCC1=NS(=O)(=O)c2ccccc2N1)Nc1ccc(Br)cc1
    9&-26 | 1%&9% | -26% | -1% | 33%[activator] | -3%&-2% | -3%&22%
O=C(Cn1c(=O)c2c(ncn2C2CCCC2)n(Cc2ccccc2)c1=O)N1CCc2ccccc21
    -21 | ? | 5% | 4% | 2% | -1% | -13%
Cc1cccc(NC(=O)CCN2C(=O)c3ccccc3S2(=O)=O)c1C
    . | 3% | 0% | -5% | 3% | -3% | -1%
Cc1ccccc1NC(=O)CSc1c(C(C)C)cnc2c1c(=O)n(C)c(=O)n2C
    -8 | -3% | . | . | . | -7% | -4%
CC(C)C(=O)NC(=S)Nc1ccccc1F
    10 | -10% | -22% | -3% | 0% | 3% | -29%
CN1C(C(=O)Nc2cccc(O)c2)=CC(c2ccco2)=NS1(=O)=O
    -63*! | -2%&-3% | -13% | -1% | 9% | 1%&-1% | -5%&-1%
COC(=O)CN(c1cccc(F)c1)S(C)(=O)=O
    45 | -1% | 4% | 6% | 8% | 1% | -1%
COc1ccc2[nH]c(=O)c(CN(C(=O)c3cccnc3)c3ccc(C)cc3)cc2c1
    ? | -10% | -15% | -3% | 0% | -5% | -26%
CCOC(=O)c1c(C)[nH]c(C(=O)CSc2nnc(-c3cccs3)n2Cc2ccccc2)c1C
    -19 | ? | 7% | 0% | -7% | -15% | -8%
CCOCCn1[nH]c2ccccc2c1=O
    28 | -8% | -13% | . | 13% | -13% | -23%
N#C/C(=C\c1c(N2CCN(c3ccccc3)CC2)nc2ccccn2c1=O)S(=O)(=O)c1ccccc1
    -18 | -3% | -11% | 11% | -6% | 11% | -1%
CC(C)Oc1ccc(CNC(=O)c2cnc3sc(N4CCCC4)nn3c2=O)cc1
    -1 | 16% | . | . | . | -9% | -3%
CCOc1cccc2cc(-c3nc4sc(C(=O)Nc5ccc(C)cc5)c(C)c4c(=O)[nH]3)c(=O)oc12
    14 | 12% | . | . | . | -1% | 0%
CCn1ccc(C(=O)NC2CCCC2)n1
    18 | 0% | -9% | 1% | 0% | 6% | 2%
CCn1nc(C)c(/C=N/NC(=S)Nc2ccc(Cl)cc2Cl)c1C
    -103* | 8% | 8% | 7% | 65%[activator] | -6% | 0%
CN(C)S(=O)(=O)N1CCN(c2cccc(Cl)c2)CC1
    3 | 0% | -3% | -5% | 31%[activator] | 2% | -21%
Cc1c(Cc2ccccc2)c(=O)n2c([nH]c3ccccc32)c1C#N
    ? | -1% | -39% | 6% | -10% | 2% | 6%
CC(=O)N1CCN(C(=O)/C(C#N)=C/c2ccc3c(c2)OCO3)CC1
    18 | -13% | -12% | 1% | -8% | -8% | -3%
CCOCCCn1c(C)nc2c(c1=O)c1nc3ccccc3nc1n2-c1ccc(C)cc1
    -29 | -2% | -7% | 5% | 17% | 0% | -3%
CN(c1ccc(C(=O)NC2CCCCC2)cc1)S(=O)(=O)c1ccccc1
    -3 | . | . | . | 11% | 5% | .
O=C(OCC(=O)c1ccc(Cl)s1)c1cnccn1
    . | -2% | ? | -9% | 4% | 9% | -34%
Cc1cc(F)ccc1S(=O)(=O)Nc1ncnc2sc3c(c12)CCC3
    -10 | ? | -23% | 0% | -3% | -14% | 9%
CCCCN(C)C(=O)c1nc2ccccn2c1CN1CCN(c2cnccn2)CC1
    -27 | 7% | 8% | -4% | -3% | -1% | 1%
CCN(CC)c1ccc(C=C(c2nnnn2-c2ccccc2)c2nnnn2-c2ccccc2)cc1
    -39 | -13% | ? | 2% | -12% | 1% | 1%
CCCOc1ccc(N2C(=O)CC(N(Cc3ccco3)C(=O)CC)C2=O)cc1 (stereo unspecified)
    -22 | 2% | 17% | 0% | 2% | -9% | 14µM*
C/C(=C\c1ccccc1)C(=O)N1CCN(Cc2ccc3c(c2)OCO3)CC1
    -25 | 4% | 89%[activator] | -2% | -5% | 3% | 4%
O=C(Cn1c(CO)nc2ccccc21)NC1CCCCCC1
    . | -14% | -11%[11.4 µM] | 1% | . | . | -4%
CCOC(=O)C1CCN(Cc2c(O)ccc3ccccc23)CC1
    38 | ? | -41% | 2% | 5% | 2% | 3.5µM*
CC(=O)c1cccc(NC(=O)COC(=O)CCC(=O)c2cccs2)c1
    33 | -2% | -21% | . | 12% | 10% | 0%
CCCCNC(=O)CSc1nnc(-c2cccc(S(=O)(=O)N3CCOCC3)c2)o1
    11 | -23% | -5% | . | -9% | -3% | -2%
O=C(/C=C/c1cccc(Cl)c1)OCC(=O)c1ccc[nH]1
    -5 | . | . | . | 0% | -8% | .
Cc1ccc(OCC(=O)OC2CCCN(C)C2)cc1 (stereo unspecified)
    -13 | 1% | -12% | 7% | -6% | -2% | -1%
COc1ccc(-c2cn[nH]c2-c2ccc(OCc3ccc(F)cc3)cc2O)cc1OC
    ? | 16% | -37% | 3% | 42%[activator] | 5% | 10%
CCC(c1nnnn1CCOC)N(Cc1ccc(C)cc1)Cc1cc2cc(OC)ccc2[nH]c1=O (stereo unspecified)
    -34 | -7% | -6% | 1% | -10% | 5% | -17%
CCC(C(=O)Nc1c(C)cc(C)cc1C)n1c(=O)c(-c2ccccc2NC(C)=O)nc2ccccc21 (stereo unspecified)
    -2 | 22% | . | . | . | 3% | -8%
COc1ccc(NC(=O)OC(CN2CCCCC2)C(F)(F)F)cc1 (stereo unspecified)
    35 | -12% | 0% | -9% | 0% | 4% | 0%
O=C(c1cc2cc(Br)cc(Br)c2oc1=O)N1CCCC1
    38 | -11% | -20% | 4% | 1% | 0% | -2%
Cc1c(-c2ccccc2)[n+](=O)c(-c2ccc(Cl)cc2)c(C)n1[O-]
    -39 | 3% | -13% | 5% | 7% | 1% | .
NC(=O)c1c(/N=C/c2cccnc2)sc2c1CCCC2
    -27 | -1% | -17% | -3% | -4% | -11% | 0%
Cc1nc2oc(C(=O)c3ccccc3)c(N)c2c2c1COC(C)(C)C2
    19 | -5% | -19% | 1% | -3% | 7% | -6%
CC(C)(C)C1CCc2c(C(=O)N/N=C/c3cccs3)csc2C1 (stereo unspecified)
    11 | ? | 32% | 1% | 6% | 1% | 11%
CC(=O)N(C)c1ccc(NC(=O)Nc2ccc(C)cc2)cc1
    66 | -6% | -3% | 4% | 4% | -11% | -7%
O=C(Nc1ccccc1Cl)c1cccs1
    61 | -9% | -16% | -5% | 6% | -14% | -18%
CC(C)Cc1cc(C(=O)NCCN2CCOCC2)no1
    -39 | ? | 0.5µM* | 0% | 0% | 0% | 1%
Cc1ccc(-c2nnn(CC(=O)Nc3cccc4cccnc34)n2)o1
    -3 | -2% | -21% | 0% | 6% | -10% | -24%
Cc1ccc(S(=O)(=O)N2CCCC2C(=O)Nc2cc(C)on2)cc1 (stereo unspecified)
    21 | -10% | -12% | 1% | 19% | 0% | -1%
O=C(COC(=O)C12CC3CC(CC(C3)C1)C2)Nc1ccc2[nH]c(=O)[nH]c2c1
    . | -2% | ? | -2% | -8% | 1% | 3%
CC(=O)Nc1ccc(/C(C)=N/NC(=O)c2ccc(COc3ccccc3Cl)o2)cc1
    -9 | . | . | . | -2% | -2% | .
COc1ccc(NC(=O)C2=C(C)Nc3nc(CCCO)nn3C2c2ccc(O)cc2)cc1 (stereo unspecified)
    3 | 2% | . | . | . | 2% | 2%
COc1ccc(NC(=O)C(=O)NNC(=O)COc2ccc(OC)cc2)cc1
    -15 | 2% | -2% | 4% | 44%[activator] | -1% | 9%
Cc1ccc(NC(=O)NCc2ccccn2)cc1Cl
    25 | 7% | -7% | -4% | 5% | -16% | 6%
Cc1cc(SCc2ccc(F)cc2)nc(=O)[nH]1
    -4 | -7% | -30% | -2% | 2% | -1% | -17%
COc1cc(OC)cc(C(=O)N2CCCC(Nc3ccc(F)cc3)C2)c1 (stereo unspecified)
    -9 | ? | 31% | 4% | 2% | -5% | -9%
O=C(NCc1ccc2c(c1)OCO2)C(=O)Nc1cc2c3c(c1)CC(=O)N3CCC2
    ? | ? | 1% | . | -6% | -1% | 1%
CC(Oc1ccc(F)cc1)C(=O)Nc1cccc(-c2nn[nH]n2)c1 (stereo unspecified)
    ? | 0% | -27% | -1% | -13% | -27% | -29%
N#Cc1ccc(OCC(=O)N2CCCC2=O)cc1
    89 | -11% | -15% | . | -3% | 2% | 2%
C/C(CC(=O)Nc1ccc2c(c1)OCCO2)=N\NC(=O)Cc1ccc(Cl)cc1
    4 | -5% | -17% | 3% | 28% | -3% | 1%
Cc1onc(-c2ccccc2)c1C(=O)OCC(=O)c1ccccc1
    -5 | -12% | -11% | 9% | 24% | -1% | -1%
COc1ccc(Oc2nnc(C)c3ccccc23)cc1
    49 | 0% | 6% | 6% | 14% | -2% | -5%
Cc1ccc(C(=O)O/N=C(\N)c2ccc(Br)cc2)cc1C
    115 | 7% | -34% | 3% | -4% | 4% | 2%

Following part:
Below each SMILES – HCMV inh | AmpC detergent | AmpC no deterg | LmPK inh | AMA1-RON2 inh | Tb PYK inh | Sm TGR block
CC(C)[C@H](NC(=O)OCc1ccccc1)C(=O)OCC(=O)c1ccccc1
    ? | . | -9% | . | 6% | 2% | .
NC(=O)c1ccccc1NC(=O)CN1CCN(Cc2ccc(Cl)cc2Cl)CC1
    ? | -9% | 59% | 1% | -8% | -3% | -14%
CCOC(=O)c1c(C)nc(C)c(C(=O)OCC)c1-c1ccc(Br)cc1
    ? | -10% | 115%[activator] | 2% | -9% | -2% | -7%
CCN(CC)C(=O)c1ccc(C(=O)c2ccccc2)cc1
    15 | -5% | -2% | 1% | -5% | 4% | -19%
CCOc1ccccc1C(=O)NCC(=O)OCc1csc(CC(=O)Nc2ccc(C)cc2)n1
    2 | 5% | 1% | . | 17% | -14% | 2%

From PubChem BioAssay
